Assay outcomes from PubChem BioAssay.
ST2 inh – blocks human ST2 binding to IL-33 | inhibition, % for hits at 17 µM | actives 2.3% (n = 78,000) | AID 1259354 | AlphaLISA ST2-Fc/biotin-IL-33 interaction, 1 h | Q01638; in the data active = inhibition above about 30%; inconclusive = mostly about 10% to 28%
Target sequence (Q01638 whole entry, looked up): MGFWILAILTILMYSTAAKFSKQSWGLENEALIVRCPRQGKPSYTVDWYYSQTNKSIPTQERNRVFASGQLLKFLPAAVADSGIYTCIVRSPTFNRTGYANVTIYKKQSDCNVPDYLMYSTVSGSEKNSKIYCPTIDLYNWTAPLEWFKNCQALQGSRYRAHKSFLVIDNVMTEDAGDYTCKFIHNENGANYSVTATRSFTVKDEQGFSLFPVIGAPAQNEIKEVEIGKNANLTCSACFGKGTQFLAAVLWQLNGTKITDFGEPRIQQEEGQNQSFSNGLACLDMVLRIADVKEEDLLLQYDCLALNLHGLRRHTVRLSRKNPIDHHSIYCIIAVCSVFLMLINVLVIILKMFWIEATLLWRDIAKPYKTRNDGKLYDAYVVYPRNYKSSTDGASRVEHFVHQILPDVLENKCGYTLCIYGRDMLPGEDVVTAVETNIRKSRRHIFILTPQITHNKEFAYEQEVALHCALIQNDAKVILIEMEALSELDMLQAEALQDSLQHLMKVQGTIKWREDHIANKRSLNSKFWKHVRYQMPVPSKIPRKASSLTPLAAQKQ
* = called active by the depositor; i = inactive; ? = inconclusive. These rows are one share of the data, so the mix of outcomes need not match the whole.

SMILES	ST2 inh
O=C(Cn1cnc2c(oc3ccccc32)c1=O)NCCc1ccccc1	?
O=S(=O)(Nc1cc(Cl)cc(Cl)c1)c1ccc(F)cc1	i
COc1ccc(C(C)c2ccc(OC)cc2)cc1	i
CC1=C(C(=O)Nc2ccc(C)cc2C)C(c2ccc(F)cc2)n2nc(C(=O)OC(C)C)nc2N1 (centres undefined)	i
Cc1ccc(NCC(O)Cn2c(C)c(C)c3ccccc32)c(C)c1 (centres undefined)	?
O=C(NCCN1CCOCC1)c1cc2c(=O)oc3ccccc3c2s1	i
CCN(CC)C(=O)Cn1c(=O)n(CCCC(=O)NCc2ccco2)c(=O)c2sccc21	?
CCOC(=O)c1c(NC(=O)c2c(F)cccc2F)sc2c1CCN(CC)C2	?
O=C(Nc1cccc(Br)c1)C1CC1	?
O=C1C=C(Nc2ccc(Cl)cc2)CC(c2ccccc2)C1 (centres undefined)	i
O=C1Nc2ccc(Br)cc2/C1=C/c1ccsc1	39.0%*
O=c1cc(CO)oc(C(Nc2nccs2)c2ccc(F)cc2)c1O (centres undefined)	i
O=C1CC(c2c(Cl)nc3sccn23)c2cc3cn[nH]c3cc2N1 (centres undefined)	?
CCOC(=O)C1(CCCc2ccccc2)CCN(C(=O)Cc2csc(C)n2)CC1	?
COc1cccc(-n2c(SCC(N)=O)nc3c([nH]c4ccccc43)c2=O)c1	i
CC(=O)c1cccc(NC(=O)CSCc2cccc(Br)c2)c1	i
COc1cc(NC(=O)c2ccncc2)c(OC)cc1Cl	?
CCOc1ccccc1NS(=O)(=O)c1c(C)noc1C	i
O=C1CSC(c2ccc([N+](=O)[O-])cc2)N1c1cc(F)ccc1Cl (centres undefined)	?
CC(C)CNC(=O)c1cc(-c2ccc(Br)cc2)on1	i
N#Cc1cccc(NC(=S)N[C@H]2CO[C@H]3[C@@H]2OC[C@@H]3n2nnnc2Oc2ccc(-n3ccnc3)cc2)c1	i
CCCCn1c(CN2CCCC(OCc3ccccc3)C2)cnc1S(=O)(=O)CC (centres undefined)	i
COc1ccc(SCCc2ccccn2)cc1	i
COc1ccc(C2=N/C(=C\c3ccccc3Cl)C(=O)O2)cc1[N+](=O)[O-]	?
CCCCc1ncc(CN2CCc3[nH]cnc3C2c2cccc(O)c2)[nH]1 (centres undefined)	37.0%*
SMILES	ST2 inh
CCOc1c(N2CCN(c3cccc(C)c3)C(C)C2)c(=O)c1=O (centres undefined)	i
Cc1cc2oc(=O)cc(CN(C)C(C)c3ccon3)c2cc1C (centres undefined)	i
Cc1ccc(S(=O)(=O)n2cnc3ccccc32)cc1	i
COc1ccc2cc3cc(C(=O)N(C)Cc4ccccc4)sc3nc2c1	?
COc1cc(C(=O)N2CCN(Cc3cccc(Cl)c3)CC2)cc(OC)c1OC	i
COc1ccc(I)cc1S(=O)(=O)n1nnc2ccccc21	i
COc1ccc(C=C2C(=O)OC3(CCCCC3)OC2=O)c(OC)c1OC	i
Cc1cccc(OCC(=O)Nc2ccc3c(c2)OCO3)c1	i
CNC(=O)C1CC(=O)N(c2ccc(C)cc2)C1 (centres undefined)	i
Cc1cccc(-n2ncc3c(N4CCCC(C)C4)ncnc32)c1 (centres undefined)	i
CN1C[C@@H](NC(=O)NCc2ccccc2)C[C@H]1c1nc(-c2ccc(Cl)cc2)no1	i
O=C(NCCO)/C(=C/c1ccc2c(c1)OCO2)NC(=O)c1ccc(Br)cc1	i
COc1cccc(C(=O)NC(c2ccco2)c2cc(Cl)c3cccnc3c2O)c1 (centres undefined)	i
CCc1nc(CN(C)C(=O)c2cnc(C(C)C)nc2C)no1	i
CCc1nc(-c2c(-c3ccccc3)ncn2Cc2noc(C(C)C)n2)c(C)[nH]1	i
CCc1cccc(NC(=O)CN2CCN(Cc3ccccc3Cl)S2(=O)=O)c1	i
CCC(=O)N1CCc2cc(Br)cc(S(=O)(=O)NCCCN3CCC(C)CC3)c21	?
C/C=C1\[C@H](O[C@@H]2O[C@H](CO)[C@@H](O)[C@H](O)[C@H]2O)OC=C(C(=O)OC)[C@H]1CC(=O)OC[C@H]1O[C@@H](OCCc2ccc(O)cc2)[C@H](O)[C@@H](O)[C@@H]1O	i
CC(C)c1ccc(NS(=O)(=O)c2ccc3c(c2)CCC(=O)N3)cc1	i
O=C(CCC1CCCCC1)Nc1ccc([N+](=O)[O-])cc1	i
CC(NC(=O)c1ccncc1)C(c1cccs1)N1CCOCC1 (centres undefined)	i
CCOC(=O)C1=C(N)OC2=C(C(=O)CC(c3ccccc3)C2)C1c1ccc(OC)cc1 (centres undefined)	i
Cc1c(NC(=O)c2ccc([N+](=O)[O-])cc2Cl)cccc1-c1nc2cc(Cl)ccc2o1	i
CC1(c2ccccc2)CC(c2ccccc2)=Nc2ccccc2N1 (centres undefined)	?
COc1ccc(C(=O)c2cnc(C(C)C)n2C)cc1	i

An excerpt from above in order of number of heavy atoms, low to high.
SMILES	ST2 inh
O=C(Nc1cccc(Br)c1)C1CC1	?
COc1ccc(SCCc2ccccn2)cc1	i
COc1ccc(C(=O)c2cnc(C(C)C)n2C)cc1	i
CCOc1ccccc1NS(=O)(=O)c1c(C)noc1C	i
O=C1C=C(Nc2ccc(Cl)cc2)CC(c2ccccc2)C1 (centres undefined)	i
CC(=O)c1cccc(NC(=O)CSCc2cccc(Br)c2)c1	i
CCOc1c(N2CCN(c3cccc(C)c3)C(C)C2)c(=O)c1=O (centres undefined)	i
CC(C)c1ccc(NS(=O)(=O)c2ccc3c(c2)CCC(=O)N3)cc1	i
COc1ccc(C2=N/C(=C\c3ccccc3Cl)C(=O)O2)cc1[N+](=O)[O-]	?
COc1ccc(C=C2C(=O)OC3(CCCCC3)OC2=O)c(OC)c1OC	i
COc1cccc(-n2c(SCC(N)=O)nc3c([nH]c4ccccc43)c2=O)c1	i
CCc1nc(-c2c(-c3ccccc3)ncn2Cc2noc(C(C)C)n2)c(C)[nH]1	i
CCOC(=O)C1(CCCc2ccccc2)CCN(C(=O)Cc2csc(C)n2)CC1	?
Cc1c(NC(=O)c2ccc([N+](=O)[O-])cc2Cl)cccc1-c1nc2cc(Cl)ccc2o1	i
CCN(CC)C(=O)Cn1c(=O)n(CCCC(=O)NCc2ccco2)c(=O)c2sccc21	?
CC1=C(C(=O)Nc2ccc(C)cc2C)C(c2ccc(F)cc2)n2nc(C(=O)OC(C)C)nc2N1 (centres undefined)	i
N#Cc1cccc(NC(=S)N[C@H]2CO[C@H]3[C@@H]2OC[C@@H]3n2nnnc2Oc2ccc(-n3ccnc3)cc2)c1	i
C/C=C1\[C@H](O[C@@H]2O[C@H](CO)[C@@H](O)[C@H](O)[C@H]2O)OC=C(C(=O)OC)[C@H]1CC(=O)OC[C@H]1O[C@@H](OCCc2ccc(O)cc2)[C@H](O)[C@@H](O)[C@@H]1O	i

Additional entries follow:
SMILES	ST2 inh
CCOc1ccc(N2CC(NC(=O)c3ccc(S(=O)(=O)N4CCOCC4)cc3)CC2=O)cc1 (centres undefined)	i
CCOc1ccc(C2CC(=O)C3=C(C2)Nc2ccccc2NC3c2cccc(OC)c2)cc1OC (centres undefined)	?
CCC(=O)Nc1cccc(C(=O)N2CCC(Oc3ncccn3)CC2)c1	i
Cc1ccccc1CSC1=NCCN1C(=O)Cc1ccc(F)cc1	?
CCOc1cccc2cc(C(N)=O)c(=Nc3ccc(Br)cc3)oc12	i
COc1cccc(-n2c(SCC(=O)N3CCCC3)nc3c([nH]c4ccccc43)c2=O)c1	i
O=[N+]([O-])c1ccc(S(=O)(=O)N2C[C@H]3C=C[C@@H]2C3)cc1	i
CCOc1ccccc1N1CCN(Cc2ccco2)CC1	i
C[C@H]1[C@@H]2[C@@H](O)C([C@H](C)C(=O)NCc3ccccn3)CC[C@@]2(C)CC[C@@H]1NC(=O)c1ccc(C#N)cc1 (some centres undefined)	?
COc1ccc(NC(=O)CCC2CCCN(c3cc(C)nc(N)n3)C2)c(C)c1 (centres undefined)	?
COc1cc2c(cc1OC)C(C(=O)N(C)C1CCCCC1)C(c1ccccc1F)N(C)C2=O (centres undefined)	i
CCOc1ccc(Nc2nc(C)c([N+](=O)[O-])c(N(C)c3ccccc3)n2)cc1	?
O=C(N=c1scc(-c2ccc(Cl)cc2)n1Cc1ccco1)c1ccccc1	i
CCNc1ccnc(NCc2cccnc2N2CCN(c3ccccc3C)CC2)n1	i
CCCn1ncc(C(=O)NCC(C)n2nc(C)cc2C)c1C (centres undefined)	i
Cc1ccc(/C(N)=N\OC(=O)c2ccc3c(c2)OCO3)cc1	i
O=C(c1coc(COc2ccccc2)n1)N1CCN(c2ccccc2)C(=O)C1	i
COc1ccc(N2C(=O)C3CCCN3C2c2ccccc2)cc1Cl (centres undefined)	i
COc1ccc(-n2c(C)nc3c(cnn3-c3ccc(C)c(C)c3)c2=O)cc1Cl	i
O=C(c1ccc[nH]1)N1CCC2(CC1)C(=O)Nc1ccccc12	i
CC(=O)NC1=NN(C(C)=O)C(c2ccc(OCc3ccccc3)cc2)S1 (centres undefined)	i
Clc1ccc(-c2nnc3ccc(Cl)nn23)cc1	i
COc1ccc(N2CC(NC(=O)C(=O)c3c[nH]c4ccccc34)CC2=O)cc1 (centres undefined)	i
CC(C)(C)c1nc(CN2CCCC(N3CCCC3=O)C2)no1 (centres undefined)	i
CC(C)C1CN(Cc2c[nH]c(=O)[nH]c2=O)CCC(=O)N1CC1CC1 (centres undefined)	?
SMILES	ST2 inh
Cc1cnc(NC(=O)CCC2CCCC2)s1	i
CC(=O)c1c(C)oc2c(Cl)cc(NS(=O)(=O)c3ccc(C)cc3)cc12	i
CCCCCn1c(N)c(C#N)c2nc3ccccc3nc21	i
CN(C)C1N(C(=O)c2ccc(Cl)cc2)N=C2c3ccccc3S(=O)(=O)N21 (centres undefined)	i
CCn1ccnc1Cn1cnc(-c2ccccc2)c1-c1c(C)n[nH]c1C	i
CC(C)c1cc(C2CCN(C(=O)CC(F)(F)F)CC2)[nH]n1	?
Cc1c(Br)c(C(F)(F)F)nn1CC(=O)NC(C)c1ccccc1 (centres undefined)	i
O=C(Nc1cccc(F)c1)c1cnn(-c2ccccc2)c1C1CCNCC1	?
CCOc1ccc(C2CC(c3ccccc3)n3nc(N)nc3N2)cc1 (centres undefined)	i
COc1ccc(-c2cc(C(=O)Nc3cccnc3)c3ccccc3n2)cc1	i
CN1CCN(C(=O)CN2C(=O)/C(=C/c3ccccc3F)Sc3ccccc32)CC1	?
CCCN1CCc2c(sc(NC(=O)c3ccc(S(=O)(=O)N4CCOCC4)cc3)c2C(=O)OC)C1	i
O=C(NCCc1ccccc1)c1noc2c1CCCCC2	?
COc1ccc(OC)c(C2C3=C(CCCC3=O)Nc3nc(SC)[nH]c(=O)c32)c1 (centres undefined)	i
COc1ccccc1OCC(=O)Nc1c(C(=O)Nc2cccc(F)c2)oc2ccccc12	i
O=C1CCCC2=C1C(c1ccc3c(c1)OCO3)c1c(nc(SCc3ccccc3F)[nH]c1=O)N2 (centres undefined)	i
O=C1CC2(CCN(Cc3cn(-c4ccccc4)nc3-c3ccncc3)CC2)CN1	i
CCc1c(C)sc(NC(=O)c2cc(-c3ccc(Br)cc3)on2)c1C#N	i
CC(=O)NC1=NN(C(C)=O)C(C)(c2ccc3c(c2)OCO3)S1 (centres undefined)	i
O=S(=O)(c1cccc2cccnc12)N1CCC(N2CCCCC2)CC1	i
CC(=O)N1c2ccc(S(=O)(=O)N(C)c3cc(C)ccc3C)cc2CC1C (centres undefined)	i
Cc1nn(-c2ccc(F)cc2)c(C)c1[C@@H]1C=C[C@@H](NC(=O)CC(C)(C)CC(=O)O)C1	i
Cc1ccc2nc(-c3ccc(NC(=O)CSc4nc(C)cc(=O)[nH]4)cc3)sc2c1	i
CC1(C)CC(=O)C2=C(C1)NC1=C(C(=O)c3ccccc31)C2c1cc([N+](=O)[O-])ccc1O (centres undefined)	i
Cc1cc(C)c2nc(C)cc(Nc3ccc(N4CCOCC4)cc3)c2c1	?

Given with bars between the fields: part of the list above
molecule | ST2 inh
CCCCCn1c(N)c(C#N)c2nc3ccccc3nc21 | i
CN(C)C1N(C(=O)c2ccc(Cl)cc2)N=C2c3ccccc3S(=O)(=O)N21 (centres undefined) | i

Continued:
SMILES	ST2 inh
O=C(Nc1cccc([N+](=O)[O-])c1)c1ccc2nc(N3C(=O)CCC3=O)sc2c1	?
c1ccc(-c2ncn(CCc3cnc[nH]3)c2-c2ccc3c(c2)OCCO3)cc1	i
COc1ccc(NS(=O)(=O)c2ccc3[nH]c(=O)sc3c2)cc1	i
Cc1ccc(NC(=O)/C(C#N)=C(\N)C(Cl)(Cl)Cl)nc1	i
Cc1cc(Cl)ccc1S(=O)(=O)n1cnc2ccccc21	i
Cn1cnc([N+](=O)[O-])c1Sc1nc2ccccc2[nH]1	?
CC(C)C(NS(=O)(=O)c1cccs1)C(=O)N1CCN(c2ccccc2Cl)CC1 (centres undefined)	i
O=C(C1c2ccccc2C(=O)N2CCc3ccccc3C12)N1CCCCC1 (centres undefined)	i
Cn1c(=O)c2c(nc(Oc3ccccc3)n2Cc2ccc(Cl)cc2)n(C)c1=O	?
COc1ccc(C(=O)Nc2cc3cccc([N+](=O)[O-])c3oc2=O)c(Cl)c1	?
Oc1ccccc1C1OC2CCCCC2C2=CCCCC21 (centres undefined)	i
O=C(Nc1ccc2c(c1)OCCO2)C1COc2ccccc2O1 (centres undefined)	i
COCCn1cc(C(=O)NCCN(C)C)c2c3ccccc3n(C)c2c1=O	?
Cc1ccsc1CN1CCCCC1CO (centres undefined)	i
Cc1ccc(NC(=O)c2cnccn2)c(Br)c1	39.0%*
Cc1ccc(C(O)=Cc2nc3cc(Cl)ccc3oc2=O)cc1	?
COc1cccc(C(=O)N2CCN=C2SCc2cccc(Cl)c2)c1OC	i
O=C1N(Cc2cccnc2)CCCC12CCN(Cc1ccc(Cl)s1)C2 (centres undefined)	i
Cc1ccc(C)c(S(=O)(=O)N(CC(=O)O)Cc2c(Cl)cccc2Cl)c1	i
COc1ccc(NC(=O)c2cc3c(=O)oc4ccccc4c3s2)cc1Cl	i
O=C(O)CCCNC(=O)c1ccccn1	i
Cc1nc2c(ccc3nc(NC(=O)c4ccc(C)c(C)c4)sc32)s1	41.0%*
CCOc1cc2oc(C)c(Oc3ccccc3)c(=O)c2cc1CC	i
Cc1ccc(Cn2nc(C)c(NC(=O)c3cc(-c4cccs4)on3)c2C)cc1	i
COc1cc(C2N3CC4(C)CN2CC(C)(C3)C4O)ccc1O (centres undefined)	i
Fc1ccc(-c2nc(-c3cccnc3)no2)cc1	i
O=C(Cc1ccccc1O)N1CCCC(Nc2ccc(F)c(F)c2)C1 (centres undefined)	i
